Source: PubChem BioAssay (National Center for Advancing Translational Sciences (NCATS))
B2AR arrestin: recruits beta-arrestin to the human beta2-adrenergic receptor. P07550. beta-arrestin recruitment to beta2AR, cell-based reporter. Potency, µM (highest dose often 46.1 µM), inactives show top-dose activation, usual class: activators. hit rate 0.02% among 330,000. AID 492947;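 also: potency is read from the fitted curve at half-maximal effect; 0% = DMSO controls and full agonism = EC100 isoproterenol or metaproterenol; nearly all actives have a fitted effect of over 65% in size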
Menin MLL FP TR: inhibitors of human menin-MLL interaction, mutant MLL peptide | hit rate 0.23% among 270,000 | Menin + Texas Red MLL mutant peptide, fluorescence polarization | Potency, µM (highest dose often 61.6 µM), for inactives: at the top dose FP activity change, negative = inhibition, usual class: inhibitors | O00255; active = well fitted inhibition curve with a large enough effect in the polarisation, with a control signal flat, not every such curve was filed as active; inconclusive = small, poorly fitted or top-dose-only effect, or effect the other way, or a change in a side signal; inactive = no such curve, though single readings can be large or run the other way; the % refers to the polarisation; also: potency is read from the fitted curve at half-maximal effect; % of control where 0% means no effect; many of its hits are not listed in these tables
GALK inhibitor: galactokinase (human) inhibition; Purified GALK, Kinase-Glo residual ATP luminescence; Potency, µM (top dose mostly 57.5 µM), for the others: at the top dose activity change, negative = inhibition, usual class: inhibitors; hit rate 0.007% among 270,000; AID 1868; also: potency is read from the fitted curve at half-maximal effect; % is scaled to controls: 0 for no effect and ±100 for the full control effect
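GALK at 5 nM final was combined with compound, 35 uM ATP and 100 uM galactose in HEPES pH8.0 with MgCl2 and DTT. The reaction ran one hour at room temperature before luminescent ATP detection.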
TRPV1 ag: agonists of human vanilloid receptor 1 (TRPV1); Q8NER1; TRPV1-expressing cells, Fluo-8 calcium influx, agonist mode; AID 540275; hit rate 0.19% among 320,000; activation, % at 8.33 µM; in the data active = activation above about 80%; inconclusive = between about 30% and that limit; also: 0% is about no effect
Target sequence (Q8NER1 whole entry, looked up): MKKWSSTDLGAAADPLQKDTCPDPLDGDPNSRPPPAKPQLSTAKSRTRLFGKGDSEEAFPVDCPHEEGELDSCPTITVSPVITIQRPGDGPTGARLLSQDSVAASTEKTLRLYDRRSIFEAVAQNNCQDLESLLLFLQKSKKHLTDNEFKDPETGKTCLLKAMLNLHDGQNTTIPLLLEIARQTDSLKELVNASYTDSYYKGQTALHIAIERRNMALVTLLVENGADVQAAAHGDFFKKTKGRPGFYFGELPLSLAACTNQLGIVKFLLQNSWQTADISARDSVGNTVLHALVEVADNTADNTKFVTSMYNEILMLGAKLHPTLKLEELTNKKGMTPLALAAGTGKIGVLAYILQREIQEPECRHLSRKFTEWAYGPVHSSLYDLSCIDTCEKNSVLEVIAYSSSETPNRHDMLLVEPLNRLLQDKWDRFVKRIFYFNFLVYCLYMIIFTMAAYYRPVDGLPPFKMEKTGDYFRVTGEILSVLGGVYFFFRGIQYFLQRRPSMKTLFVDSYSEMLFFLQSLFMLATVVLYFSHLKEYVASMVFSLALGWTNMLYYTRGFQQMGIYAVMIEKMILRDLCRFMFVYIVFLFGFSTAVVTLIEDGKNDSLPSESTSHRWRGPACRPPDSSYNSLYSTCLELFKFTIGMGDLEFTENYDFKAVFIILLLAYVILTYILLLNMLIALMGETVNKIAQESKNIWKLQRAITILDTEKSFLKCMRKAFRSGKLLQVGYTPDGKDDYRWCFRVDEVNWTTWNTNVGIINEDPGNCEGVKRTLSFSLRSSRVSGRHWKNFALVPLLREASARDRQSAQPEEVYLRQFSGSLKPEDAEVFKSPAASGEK
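Fluo-8 calcium influx in TRPV1-expressing cells, kinetic read (ex 480/em 520 nm). Compound added and read 3 min for agonist activity, followed by capsaicin at EC20 final and 2 min further read for enhancement.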
hERG WT inh: inhibitors of human wildtype KCNH2 potassium channel | U2OS, BacMam KCNH2, thallium flux FluxOr; stronger effect = lower value | Q12809 | hit rate 0.37% among 340,000 | activity change, % at 1.84 µM;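 active = maximum activity change below -70%; inconclusive = maximum activity change between -70% and -50%; inactive = maximum activity change above -50%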; also: % is scaled to controls: 0 for no effect and ±100 for the full control effect
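U2OS cells were transduced with wild-type KCNH2 virus (2.03 x 10^8 / mL) for 4 h at room temperature, then cultured overnight at 37 C. Thallium flux was read with FluxOr dye. Rate constants were normalized to DMSO controls.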
Giardia killer: kills Giardia lamblia. Giardia lamblia trophozoite viability. activity change, % at 7.66 µM, hits read low. hit rate 0.15% among 340,000; in the data active = activity change below about -80%; inconclusive = between about -30% and that limit;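 also: parasites exposed to compound for two days anaerobically before the ATP read; % is scaled to controls: 0 for no effect and ±100 for the full control effect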
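Compounds were tested on trophozoites seeded at 100 cells/well and held 48 hrs at 37 deg C anaerobically. An ATP-based luminescent kit measured the remaining live cells.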
CXXC DNA block: MLL CXXC-DNA interaction inhibition; Q03164; MLL-CXXC / FITC-HOXA9 DNA fluorescence polarization; Potency, µM (top dose mostly 115 µM), without a hit: at the top dose activity change, negative = inhibition, actives largely listed as inhibitors; hit rate 0.037% among 290,000; active = well fitted inhibition curve with a large enough effect in the polarisation, with a control signal flat, not every such curve was filed as active; inconclusive = small, poorly fitted or top-dose-only effect, or effect the other way, or a change in a side signal; inactive = no such curve, though single readings can be large or run the other way; the % refers to the polarisation; also: potency is read from the fitted curve at half-maximal effect
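Purified MLL-CXXC (added from a 7 uM solution) was preincubated 5 min at ambient with pinned compounds in 50 mM Tris-HCl pH 7.5, 50 mM NaCl, 1 mM DTT, 0.05% BSA. Fluorescein-labeled HOX-A9 DNA (50 nM solution) followed, 30 min, then polarization read.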
USP2a block: blocks human ubiquitin-specific protease USP2a. O75604. hit rate 0.01% among 330,000. Potency, µM (top dose mostly 38.3 µM), inactives show at the highest dose activity change, negative = inhibition, actives largely listed as inhibitors. AID 463254. USP2 core, Ub-CHOP2 coupled fluorogenic reporter, 485/531;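 also: potency is read from the fitted curve at half-maximal effect; plate controls were DMSO wells for no effect and full inhibition by NEM control for full effect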
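Cell-free coupled assay: 10nM USP2 core preincubated 30min RT with compound in Tris-HCl pH 8.0/CaCl2/CHAPS buffer, then 25nM Ub-CHOP2 and 25nM reporter substrate; fluorescence (Ex 485/Em 531) read after 60min RT, normalized to NEM inhibition, concentration-response curves fitted.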
KCNH2 3.1 block: inhibitors of human KCNH2 3.1 potassium channel isoform | activity change, % (tested at about 1.8 µM) | U2OS KCNH2 3.1, thallium flux FluxOr; stronger effect = lower value | hit rate 0.95% among 340,000;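 active = maximum activity change below -70%; inconclusive = maximum activity change from -70% to -50%; inactive = maximum activity change above -50%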;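 also: thallium influx rate constant from kinetic fluorescence after stimulation buffer; % is scaled to controls: 0 for no effect and ±100 for the full control effect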
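Measured as rate of thallium-driven FluxOr signal in transduced U2OS cells carrying the 3.1 channel, read kinetically for 2 min upon stimulation; values are rate constants scaled to DMSO control wells.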
PKM2 activator: increases activity of human pyruvate kinase M2. P14618. purified PKM2, Kinase-Glo ATP luminescence, activation; response scale: 0% is enzyme alone, no compound. Potency, µM (doses to about 57.5 µM), for inactives: top-dose activation, most hits filed as activators. hit rate 0.34% among 260,000; also: potency is read from the fitted curve at half-maximal effect; % is scaled to controls: 0 for no effect and ±100 for the full control effect; nearly all actives have a fitted effect of over 55% in size
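ATP formation by purified human PK-M2, quantified via coupled luciferase luminescence after 1 h at room temperature with 0.1 mM ADP and 0.5 mM PEP final.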
Coupling enz: coupling enzyme interference in Giardia aldolase counter-screen; coupling enzyme system counterscreen, AmpLite Red fluorescence; activity change, negative = inhibition, % at 58.2 µM, hits read low; hit rate 0.67% among 290,000; in the data active = activity change below about -30%; also: % is scaled to controls: 0 for no effect and ±100 for the full control effect
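Final compound at 57.5 uM, incubated 10 min at RT with coupling enzyme reagent (glyceraldehyde-3-phosphate), then 20 min with substrate and AmpLite Red detection. Fluorescence read at 525/598 nm; tests interference with the coupling assay, not aldolase inhibition.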
The depositor's hits bear a star; ? = inconclusive; · = no result given; [ ] = dose if it differs, or a comment. Unless noted, calls follow the shape of the dose curve; as a rule, active = well fitted curve in the direction sought with a large enough effect; inconclusive = small, poorly fitted or top-dose-only effect, or another doubt; inactive = no such curve, though single readings can be large; an effect the other way counts as inactive or inconclusive. An excerpt, so the mix of outcomes need not match the whole.

(1) COc1ccc2ccccc2c1C1CC(=O)N2CN(Cc3ccco3)CSC2=C1C#N (stereo unspecified)
(2) Cc1cc(=O)n(C)c(=O)n1CCCCCCOc1ccc([N+](=O)[O-])cc1
(3) COc1cc2c(c(OC)c1OC)-c1c(cc3c(c1OC)OCO3)C[C@H](C)[C@@](C)(O)C2
(4) CC(=O)Nc1ccc(S(=O)(=O)NCc2ccc3c(c2)cc(C)n3C)cc1
(5) Cc1ccc(-n2ncc(Br)c(Br)c2=O)cc1
(6) Cn1cc(CNC(=O)C23CC4CC(CC(C4)C2)C3)cn1
(7) O=C(CC1C(=O)NCCN1C(=O)Nc1ccccc1)Nc1ccc(F)cc1 (stereo unspecified)
(8) O=C(NNC(=O)c1ccc(-c2ccccc2)cc1)Nc1ccc(F)cc1F
entry no.	1	2	3	4	5	6	7	8
Menin MLL FP TR	3%[11.7 µM]	-3%	·	?	-2%	-13%	·	·
B2AR arrestin	1.1%	-0.8%	-0.4%	-0.7%	-0.1%	-0.7%	-0.1%	0.0%
TRPV1 ag	·	-5	-5	2	0	1	1	-8
GALK inhibitor	1%	1%	-1%	2%	-5%	1%	·	7%
KCNH2 3.1 block	13	·	13	-1	1	2	2	-6
USP2a block	-8%	-4%	11%	-2%	3%	0%	-1%	-1%
Giardia killer	-16	·	-1	-3	11	1	-5	17
Coupling enz	-18	4	3	-5	-1	-1	2	·
CXXC DNA block	1%	7%	-3%	15%	3%	9%	4%	6%
PKM2 activator	-2%	-4%	9%	-2%	7%	-4%	-4%	-8%
hERG WT inh	-9	·	-1	-4	3	-1	-4	-2

Complete entries, looked up by structure. Values in the order: Menin MLL FP TR	B2AR arrestin	TRPV1 ag	GALK inhibitor	KCNH2 3.1 block	USP2a block	Giardia killer	Coupling enz	CXXC DNA block	PKM2 activator	hERG WT inh
`Cc1cc(=O)n(C)c(=O)n1CCCCCCOc1ccc([N+](=O)[O-])cc1` in the list: -3%	-0.8%	-5	1%	·	-4%	·	4	7%	-4%	·
`O=C(CC1C(=O)NCCN1C(=O)Nc1ccccc1)Nc1ccc(F)cc1` (stereo unspecified) in the list: ·	-0.1%	1	·	2	-1%	-5	2	4%	-4%	-4

Part of the list above with just Coupling enz and USP2a block.
| item | Compound | Coupling enz | USP2a block |
| --- | --- | --- | --- |
| 2 | Cc1cc(=O)n(C)c(=O)n1CCCCCCOc1ccc([N+](=O)[O-])cc1 | 4 | -4% |
| 3 | COc1cc2c(c(OC)c1OC)-c1c(cc3c(c1OC)OCO3)C[C@H](C)[C@@](C)(O)C2 | 3 | 11% |
| 4 | CC(=O)Nc1ccc(S(=O)(=O)NCc2ccc3c(c2)cc(C)n3C)cc1 | -5 | -2% |
| 5 | Cc1ccc(-n2ncc(Br)c(Br)c2=O)cc1 | -1 | 3% |
| 6 | Cn1cc(CNC(=O)C23CC4CC(CC(C4)C2)C3)cn1 | -1 | 0% |
| 7 | O=C(CC1C(=O)NCCN1C(=O)Nc1ccccc1)Nc1ccc(F)cc1 (stereo unspecified) | 2 | -1% |
| 8 | O=C(NNC(=O)c1ccc(-c2ccccc2)cc1)Nc1ccc(F)cc1F | · | -1% |

More structures
(9) COC(=O)c1ccc(S(=O)(=O)N2CCCN(Cc3ccc(F)cc3)CC2)n1C
(10) O=C(NC1CCSC1=O)c1ccc(Oc2cccc(C(F)(F)F)c2)nc1 (stereo unspecified)
(11) O=C(CCN1c2ccccc2Sc2ccccc21)Nc1ccccc1
(12) NC(=O)CC(NC(=O)c1ccccc1)c1ccc(NCCN2CCCCC2)c([N+](=O)[O-])c1 (stereo unspecified)
(13) O=C(N/N=C/c1ccco1)c1cccc([N+](=O)[O-])c1
(14) O=C(NNS(=O)(=O)c1ccc(F)cc1)c1ccc2c(c1)OCO2
(15) CCN1CCN(c2nc3ccccc3nc2C(C#N)C(=O)OCc2ccccc2)CC1 (stereo unspecified)
(16) CC1CCCCN1S(=O)(=O)c1ccc(C(=O)Nc2sccc2C(N)=O)cc1 (stereo unspecified)
entry no.	9	10	11	12	13	14	15	16
Menin MLL FP TR	·	8%	?	-25%	2%	4%	-8%	?
B2AR arrestin	-0.2%	0.0%	-0.3%	-0.3%	-0.5%	0.6%	-0.3%	-0.2%
TRPV1 ag	6	?	?	-2	0	-2	22	1
GALK inhibitor	·	-1%	1%	·	·	-3%	3%	-2%
KCNH2 3.1 block	22	-3	-2	0	13	14	-21	-96*
USP2a block	-1%	1%	-6%	-4%	1%	1%	1%	-5%
Giardia killer	29	-9	-8	-13	-18	10	4	-3
Coupling enz	0	0	0	4	3	0	-6	1
CXXC DNA block	-2%	-10%	8%	-1%	3%	1%	2%	-11%
PKM2 activator	0%	-1%	-5%	1%	-4%	-4%	-3%	-23%
hERG WT inh	3	6	1	-13	14	-29	12	-22

(17) Cc1nc2cc(F)ccc2n1C1CCN(C(=O)c2ccc(F)cc2F)CC1
(18) Cc1cccc(-c2noc(CCCC(=O)NCC3CCCO3)n2)c1 (stereo unspecified)
(19) COC(=O)C1CCN(C(=O)c2ccc(NC(C)=O)cc2)CC1
(20) CCCn1c(NCc2ccc3c(c2)OCO3)nc2ccccc21
(21) O=C(CNc1ccc(C(F)(F)F)cc1)Nc1cccc(S(=O)(=O)N2CCCC2)c1
(22) CC(=O)c1ccc(NC(=O)CSCCO)cc1
(23) C=CCSc1nnc(-c2nnc(SCC=C)n2CC)n1CC
(24) CC(=O)NCC1=C(NC(C)=O)C2CC1C(C)(C)C2C (stereo unspecified)
entry no.	17	18	19	20	21	22	23	24
Menin MLL FP TR	1%	-9%	8%	-5%	·	-12%	-22%	-9%
B2AR arrestin	-0.1%	0.0%	-0.5%	-0.3%	-0.4%	0.0%	0.1%	-0.1%
TRPV1 ag	-2	3	-1	0	15	1	7	-1
GALK inhibitor	-1%	-2%	5%	-5%	·	-1%	2%	-2%
KCNH2 3.1 block	-3	-8	5	-8	-14	-7	3	·
USP2a block	-6%	3%	-2%	4%	0%	0%	1%	4%
Giardia killer	-5	2	3	-4	-12	-7	8	·
Coupling enz	0	0	4	2	·	1	-3	0
CXXC DNA block	-7%	11%	8%	12%	·	2%	1%	5%
PKM2 activator	29%	0%	0%	4%	·	-3%	1%	1%
hERG WT inh	-6	6	-2	18	-6	15	1	·

(25) Cc1cc(S(=O)(=O)Nc2cc(C)c(O)c(C)c2)c(C)s1
(26) CCOC(=O)Cc1csc(NC(=O)/C=C/c2ccc(Br)o2)n1
(27) COc1ccc(OC)c(S(=O)(=O)N2CCC(C(=O)NCCC3=CCCCC3)CC2)c1
(28) COc1ccc(C2CC(c3cc(OC)ccc3OC)n3nnnc3N2)cc1 (stereo unspecified)
(29) O=C(Cc1ccccc1)N/N=C/c1cccn1-c1ccc([N+](=O)[O-])cc1
(30) COc1c(Br)cc(Br)cc1/C=N/n1c(C)nnc1C
(31) CCCOc1cc(NCc2ccccc2)c2ncn(C(C)C)c2c1
(32) O=C(Nc1cccc2cccnc12)c1cccc(Cl)c1
(33) CCN(CC(=O)Nc1ccccc1C(F)(F)F)C(=O)CCS(=O)(=O)c1ccc(Cl)cc1
(34) CCOc1ccccc1NC(=O)NCCc1c[nH]c2ccccc12
entry no.	25	26	27	28	29	30	31	32	33	34
Menin MLL FP TR	·	·	-13%	-10%	-11%	?	·	?	·	60%[activator]
B2AR arrestin	0.0%	0.1%	2.6%	0.1%	0.2%	-0.1%	0.2%	-0.2%	-0.2%	-0.4%
TRPV1 ag	-1	2	-2	1	-3	2	?	23	12	27
GALK inhibitor	-4%	-3%	-3%	2%	0%	-2%	·	-7%	·	2%
KCNH2 3.1 block	-1	-9	-3	10	1	-4	5	-4	0	2
USP2a block	-1%	6%	0%	0%	-7%	-3%	3%	-11%	1%	-4%
Giardia killer	11	-1	20	-23	3	6	2	0	-2	22
Coupling enz	-5	1	0	0	9	0	·	-9	·	1
CXXC DNA block	-2%	2%	-3%	3%	5%	6%	·	-4%	·	30%
PKM2 activator	9%	3%	6%	5%	-14%	0%	·	5%[11.5 µM]	·	·
hERG WT inh	33	-11	0	5	4	8	3	-9	-9	-1
